# UPR XBP1 act – activators of adaptive XBP1 UPR arm, primary screen, cell-based, CHO-XBP1 luciferase reporter, luminescence, uHTS; IRE1-XBP1 UPR activation; percent of tunicamycin response, DMSO as zero; activation, % at 20 µM; actives 0.33% (n = 330,000); AID 463104, 2010;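 active = versus positive control, 20 µM dose yields 30% or more activation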;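 also: 100% = tunicamycin at 10 µg/mL and 0% = DMSO only wells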
#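 Material: CHO cell line with stable XBP1 luciferase reporter; buffer or medium: F12 medium containing 10% fetal bovine serum; compound: single point, 20 µM final compound, 1% DMSO; incubation: 6 h treatment, 37 °C; measured by: glow luminescence from Steady-Glo reagent; evaluation: activation, % of tunicamycin; control set: tunicamycin high, DMSO low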
# Jurkat NFkB inh – inhibitors of induced NF-kB luciferase reporter, primary screen, TCR NF-kB activation inhibitor project, cell-based, luminescence, uHTS; Jurkat, PMA/ionomycin-induced NF-kB luciferase reporter; inhibition, % at 4 µM; actives 0.53% (n = 330,000); in the data active = inhibition above about 50%
# Mdm2-MdmX inh – inhibitors of human Mdm2-MdmX association, primary screen, cell-based, luminescence, split luciferase, SaOS-2, uHTS; AID 485346, 2010; inhibition, % at 8 µM; actives 3% (n = 330,000); SaOS-2 split-luciferase Mdm2/MdmX complementation;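 active = inhibition of at least 50% at 8 µM in the primary screen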
# CHOP UPR activ – activators of apoptotic CHOP UPR arm, primary screen, cell-based, CHO-CHOP luciferase reporter, luminescence, uHTS | UPR activation; percent of tunicamycin response over DMSO baseline | activation, % at 10 µM | actives 0.34% (n = 330,000) | AID 449763, 2010;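 active = at 10 µM dose, activation of 40% or more, normalized to positive control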;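 also: 100% = tunicamycin at 10 µg/mL and 0% = DMSO alone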
#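 Test system: CHO-CHOP cells, stable luciferase reporter of PERK-eIF2a-CHOP signalling | Quantity: 500 CHO-CHOP cells per well | Buffer or medium: F12 plus 10% serum | Compound dosing: 10 µM single point, 0.5% DMSO | Schedule: 6 h compound treatment, 37 °C | Signal: Luciferase luminescence | Control set: Tunicamycin high control, DMSO low control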
# tim23-1 inh – growth inhibitors of tim23-1 mutant yeast, primary screen, luminescence, uHTS. inhibition, % at 20 µM. AID 463212, 2010. actives 1.3% (n = 330,000). S. cerevisiae tim23-1 growth, BacTiter-Glo luminescence, 24 h;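 active = growth inhibition of the mutant yeast at or above 50%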;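 also: temperature-sensitive mutant grown at 25 °C; plate controls were DMSO-treated mutant yeast for no effect and medium wells lacking yeast for full effect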
# APJ antagonist – antagonists of human apelin receptor APJ, primary screen, CHO-K1 cells, beta-arrestin complementation, luminescence. P35414. inhibition, % at 20 µM. actives 0.32% (n = 330,000);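 active = inhibition above about 40% at 20 µM, limit read from the data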;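 also: cells challenged with 10 nM apelin-13 agonist together with compound; plate controls were apelin-13 plus DMSO wells for no effect and DMSO wells lacking apelin-13 for full effect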
# Target sequence (P35414 whole entry, looked up): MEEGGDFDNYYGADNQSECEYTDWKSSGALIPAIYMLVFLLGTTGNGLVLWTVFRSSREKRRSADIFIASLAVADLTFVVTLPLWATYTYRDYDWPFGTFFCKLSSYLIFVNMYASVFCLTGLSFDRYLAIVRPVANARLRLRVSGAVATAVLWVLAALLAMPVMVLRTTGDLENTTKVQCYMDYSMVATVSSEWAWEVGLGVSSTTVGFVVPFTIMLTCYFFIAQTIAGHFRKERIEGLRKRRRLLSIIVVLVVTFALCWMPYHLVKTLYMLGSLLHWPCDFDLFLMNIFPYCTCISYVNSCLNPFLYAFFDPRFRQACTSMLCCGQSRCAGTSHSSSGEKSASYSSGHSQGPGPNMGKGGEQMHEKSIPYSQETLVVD
# APJ ag – agonists of human apelin receptor APJ, primary screen, CHO-K1 cells, PathHunter beta-arrestin, luminescence; 0% DMSO wells, 100% apelin; actives 0.11% (n = 330,000); AID 2520, 2010; P35414; activation, % at 20 µM;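 active = activation more than six SD over the plate average, tested at 20 µM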;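 also: 0% = DMSO alone and 100% = apelin-13 at 10 nM; some results filed as inactive read as strong as hits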
#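 system = engineered CHO-K1 APJ arrestin reporter cells | input = 1000 cells per well | timing = overnight seeding, 90 min compound at 25 °C, 1 h detection | measured by = enzyme-fragment complementation luminescence | read-out = beta-arrestin recruitment to APJ as agonist activity, luminescent signal | control set = negative DMSO alone, positive Apelin-13 at 10 nM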
# 697 NFkB inh – inhibitors of PMA/ionomycin-induced NF-kB reporter, 697 cells, primary screen, B-cell NF-kB inhibitor project, cell-based, luminescence, uHTS | 697 B-cell NF-kB luciferase reporter, 16 h | actives 0.33% (n = 330,000) | inhibition, % at 4 µM; in the data active = inhibition above about 35%
# * hit, by the source's call. Rows are unselected. Share with any hit: about 5%.
# Each structure is followed by: UPR XBP1 act, Jurkat NFkB inh, Mdm2-MdmX inh, CHOP UPR activ, tim23-1 inh, APJ antagonist, APJ ag, 697 NFkB inh
CN(C)c1cccc(C(=O)OCC(=O)N(Cc2ccccc2)C2CCS(=O)(=O)C2)c1 (stereo not drawn)
 : -0.4, -13.4, 8.4, -0.1, 21.3, 0.4, -1.0, -10.3
Cc1cc(C)c(OCC(=O)Nc2ccc3c(c2)OCO3)cc1C
 : 0.7, -40.7, -4.6, 8.7, 5.0, 3.1, 0.0, -11.9
COCCCNCCCOc1ccc(Cl)cc1C(C)(C)C
 : 3.3, -0.4, 43.9, 4.6, 6.4, 7.4, -0.8, -3.6
CCOC(=O)c1cn2nc(N3CCCC3)ccc2n1
 : -10.1, -17.8, 21.6, -6.9, -14.5, -18.2, -3.6, -69.9
Cc1cc2c(C)nc(-c3ccccc3)nc2o1
 : -2.6, -75.3, -44.0, 5.9, 4.7, 6.5, -1.8, -110.0
CCOC(=O)CSc1nc2c(sc(=S)n2Cc2ccco2)c(=O)n1-c1ccccc1
 : -2.4, -2.3, 17.2, 2.0, 36.8, 13.1, -6.3, 2.7
N=C1C(c2nc(-c3ccc(Cl)cc3)cs2)=C(O)CN1CCCN1CCOCC1
 : 7.1, 6.0, 33.9, -1.1, 34.1, -5.3, -2.8, 2.6
Cc1ccc(-c2nnn(CC(=O)Nc3ccc(S(=O)(=O)N4CCC(C)CC4)cc3)n2)cc1
 : 44.2*, 5.9, 51.6*, 4.2, 6.5, -0.2, 2.0, -14.4
O=c1c(Cc2ccc(F)cc2)c(O)ccn1CC1CCCO1 (stereo not drawn)
 : -1.6, 5.4, 14.5, 0.9, -0.3, 9.0, -1.9, 10.9
O=C(Nc1nnc(C2=COCCO2)o1)C1CCCCC1
 : 0.3, -15.0, 14.9, 0.2, 22.0, 2.6, -0.2, 13.3
O=C(Nc1ccc(Cl)cn1)C1CCN(c2ncnc3c2nc2n3CCCCC2)CC1
 : -5.1, 14.2, 40.0, -4.1, 26.2, -2.8, -4.0, -51.7
Cc1cc(C(=O)N(Cc2nnc(-c3ccc(Cl)cc3)o2)C(C)C)c2ccccc2n1
 : -0.4, -6.9, 4.3, -1.4, 19.6, -50.0, -2.6, 0.7
COc1ccc(Cl)cc1C(=O)Nc1ccccc1N1CCN(C)CC1
 : 0.6, 12.1, 37.4, 2.5, 33.2, 11.5, -5.0, 8.4
O=C(Cn1nc(-c2cccc(Cl)c2)ccc1=O)Nc1ccc(C(=O)NC2CC2)cc1
 : -1.6, 10.5, -3.1, -0.3, 8.4, 14.0, -7.8, -5.2
COc1cc(-c2nnc(-c3ccncc3)o2)ccc1OCc1ccccc1
 : 5.9, 12.2, 18.0, -1.0, 3.9, 1.6, 4.6, -13.3
Cc1c(C(=O)N2CCOCC2)sc2ncnc(N3CCc4ccccc4C3)c12
 : -0.8, -1.9, 3.5, 1.4, 16.4, 14.9, -1.4, -22.2
Cc1ccc(NC(=O)NC(=O)CN2C(=O)NC3(CCCCCCC3)C2=O)c(C)c1
 : 3.1, -13.0, -9.2, -1.0, -4.4, 3.6, -3.9, -3.0
Cc1ccc(-c2cc(C(F)(F)F)nc(SCC(=O)c3cccc([N+](=O)[O-])c3)n2)cc1
 : -1.8, 7.5, 26.5, -2.2, 2.3, 5.2, 0.0, 7.2
CCc1nnc(NC(=O)c2ccc(Cl)c(S(=O)(=O)N3CCc4ccccc4C3)c2)s1
 : -1.6, 9.6, 9.8, -1.0, -15.8, 6.4, -4.3, -8.4
Cc1ccc(N=C2C(=S)N(c3ccc(C)cc3)C(=N)N2/N=C/c2ccc(Cl)cc2)cc1
 : 7.3, -45.5, -30.6, 56.5*, 47.4, 8.1, -2.5, -36.5

# Some values from above:
# Entry of `CN(C)c1cccc(C(=O)OCC(=O)N(Cc2ccccc2)C2CCS(=O)(=O)C2)c1` (stereo not drawn) in APJ antagonist: 0.4
# Entry of `O=c1c(Cc2ccc(F)cc2)c(O)ccn1CC1CCCO1` (stereo not drawn) in Jurkat NFkB inh: 5.4

# Next section.
# Each structure is followed by: UPR XBP1 act, Jurkat NFkB inh, Mdm2-MdmX inh, CHOP UPR activ, tim23-1 inh, APJ antagonist, APJ ag, 697 NFkB inh
COC(=O)c1ccc2c(=O)[nH]c(CSc3nnc(C(F)(F)F)n3C)nc2c1
 : -4.0, -0.6, 5.4, 0.8, -4.3, 7.8, -3.8, 5.4
COc1ccc(Oc2nc(-c3ccncc3)nc3ccccc23)cc1
 : 5.0, 22.2, 35.0, -1.3, 48.4, -0.6, 0.0, 0.8
COc1cccc(CN(C)CC(=O)Nc2ccccc2C(=O)NC2CC2)c1
 : -2.1, 11.4, 13.3, 1.0, 8.4, -1.6, -1.4, 23.7
COc1ccc(/C=N/NC(=O)CN2CCCCCCC2)c(C)c1C
 : -3.1, -11.6, 34.9, 3.2, 13.3, 9.7, -3.5, -2.7
Cc1ccc(OCC(=O)Oc2c(C)cccc2C)cc1C
 : 3.7, -45.2, -9.6, 0.7, 10.0, -35.2, -2.3, -72.5
Cc1ncoc1C(=O)Nc1cccc(Cl)c1C
 : -1.2, -2.4, 8.2, 1.9, 23.6, -46.2, 2.3, 8.1
O=S(=O)(/N=C(\Sc1ccc(Cl)cc1)c1ccccc1)c1ccccc1
 : 43.5*, 1.6, 15.0, 21.4, 55.3*, -4.3, -4.3, 16.1
Cn1c(-c2ccc3c(c2)OCO3)cnc1NCc1ccc(Cl)cc1
 : 2.8, 17.6, -17.5, -2.6, -131.3, 14.1, -5.3, -0.2
COc1ccc(CN2CCN(Cc3ccco3)CC2)c(OC)c1
 : 1.1, 6.2, -6.8, -0.3, -2.2, 8.2, -2.1, 1.9
C=CCN1C(=O)c2cccc3c(Br)ccc(c23)C1=O
 : -0.9, 12.4, 10.1, 2.3, -6.6, -8.1, -2.5, -1.3
O=C(CN1C(=O)S/C(=C/C=C/c2ccccc2)C1=O)Nc1ccc(C(=O)O)cc1
 : -0.8, -27.9, -10.4, -1.1, 23.7, -20.1, -2.7, 4.6
CC(C)(C)c1ccccc1OCCOCCN1CCCCCC1
 : 2.2, 8.8, 37.4, 1.1, -20.7, 1.3, 1.0, -13.0
O=C(Nc1cccc(Cl)c1)c1ccc(F)c(S(=O)(=O)NCc2cccs2)c1
 : -3.5, 9.8, 26.6, -0.7, 33.6, -19.3, 1.2, 13.3
CSc1ncc(C(=O)Nc2ccccc2)cn1
 : -3.8, 9.0, -12.8, -0.9, -3.2, 10.9, -3.2, 4.7
C/C=C(/C)C(=O)O[C@@H]1c2c(ccc3ccc(=O)oc23)O[C@@H]1C(C)(C)OC(C)=O
 : 1.9, 5.6, 2.8, 1.9, 36.3, 19.3, -2.7, 2.4
O=C(COC(=O)c1cccc(NC(=O)c2ccco2)c1)c1ccc(Br)cc1
 : 0.7, -23.5, -4.1, 0.7, 16.8, 2.3, 5.3, -69.3
O=C(NCc1ccc(F)cc1)C(C(=O)NCc1ccc(F)cc1)c1ncc(C(F)(F)F)cc1Cl
 : -2.3, 15.2, 9.2, -1.1, 17.0, 20.2, -2.8, 3.6
COCCN(Cc1cc2cc3c(cc2nc1Cl)OCO3)C(C)=O
 : 0.2, -6.9, -14.4, 0.4, 18.2, 4.2, 1.0, -5.5
COc1ccc(-n2cnc3cc(NCc4ccco4)ccc32)cc1
 : 1.7, -61.9, -24.0, 2.5, 38.6, -14.5, -4.4, -98.4
CCCC(=O)Nc1nnc(Cc2ccccc2)s1
 : -0.4, -7.5, 1.0, -0.1, 27.2, 2.7, -1.7, 18.7
C=CCn1cccc(C(=O)Nc2ccc(Cl)cc2)c1=O
 : 1.5, -27.4, -12.4, 3.3, 53.1*, 5.6, -4.0, -90.7
Cc1cc2cc(C)c(NCCNC(=O)c3cccs3)nc2cc1C
 : 0.9, 5.9, 16.7, -1.0, -2.1, -4.7, -1.5, -37.3
CCOC(=O)c1c(-c2ccccc2)nc2ccc(C)cn12
 : 1.7, -77.0, -25.1, 0.2, 19.0, -6.0, 1.3, -113.3
COc1cc(C)nc(Oc2ccc(/C=N/O)cc2)n1
 : 4.2, -7.2, 2.2, -3.1, 3.3, -2.6, -2.8, -6.1
Cc1cccc(Oc2ccc(NC(=O)c3ccccc3C(=O)O)cc2)c1C
 : -2.5, 15.7, -21.2, -1.0, -20.1, -0.1, -2.7, 10.1
Cc1ccnn1CCC(=O)O
 : -2.1, 5.2, 6.3, 0.4, 6.4, 5.3, -5.4, 24.1
CCS(=O)(=O)n1nc(-c2ccc(C)cc2)nc1N
 : 0.6, -0.1, -16.4, -0.4, 17.7, 2.6, 0.1, 6.1
CCC(C)[C@H](NC(=O)c1cn(CC)c2cc3c(cc2c1=O)OCO3)C(=O)NCCCn1ccnc1 (stereo partly drawn)
 : -1.8, 0.8, -7.5, -2.0, 6.1, 11.4, 8.5, -8.3
O=C(O)c1ccc(Cl)c(S(=O)(=O)N(Cc2ccccc2)c2ccccc2)c1
 : 1.1, -1.5, -1.8, -0.1, 14.2, 18.7, -2.6, -4.4
C=CCc1cc(Cl)ccc1OCCCNCCO
 : -2.6, 4.3, 30.4, -0.7, 8.6, -10.7, -3.6, 12.7
CCN1CCN(CC(=O)N2N=C(c3ccc(OC)cc3)CC2c2ccc(OC)cc2)C(=O)C1=O (stereo not drawn)
 : 0.9, -3.4, 2.4, 0.3, 9.8, -25.2, -1.7, 26.3
CCOC(=O)Nc1ccc2c(c1)N(C(=O)CN)c1ccccc1CC2
 : -0.5, 1.6, 2.4, 1.8, 4.9, 7.7, -3.0, -3.9
CNC(=O)c1ccc(NC(=O)c2ccc3c(=O)n4c(nc3c2)CCC4)cc1
 : 0.2, 7.3, -18.7, 2.9, 12.4, 2.3, -1.4, -2.5
Cc1ccc(-c2nnc(SCC#CCOC(=O)c3cccs3)o2)cc1
 : 3.0, 0.0, 4.2, 1.5, 15.1, -11.4, -1.5, -5.1
CCN(C[C@H]1N[C@@](CC)(C(=O)OC)[C@H]2C(=O)N(Cc3ccccc3)C(=O)[C@@H]12)S(=O)(=O)c1ccc(OC)cc1
 : -2.5, 8.1, 24.5, -2.1, 21.8, -7.2, -4.4, 3.1
O=S(=O)(Cc1noc(-c2ccc(Cl)cc2)n1)Cc1ccco1
 : -0.2, -16.3, -8.7, 2.0, -4.9, 17.6, -4.0, 6.5
Cn1c(C(=O)NN)cc2cc(OCc3ccccc3)ccc21
 : 2.2, -12.3, -7.2, 1.4, 33.9, -18.6, 5.0, -57.9
COc1ccc(/C=C/c2noc(-c3ccccc3O)n2)cc1
 : -2.4, -62.6, -84.7, 0.4, 0.9, -5.1, -4.4, -97.5
Cc1cc(/C=C(/C#N)c2cccc(Cl)c2)c(C)n1C
 : 1.1, 1.0, 17.1, 0.4, 11.2, 30.5, -3.7, -17.7
O=C(Nc1ccc(F)c(Cl)c1)N1CCCCCC1
 : -3.7, -25.7, 3.4, 3.7, 9.5, 3.9, 0.2, -17.8
COCCn1c(C)c(C)c(S(=O)(=O)c2ccccc2)c1N
 : -2.5, 10.8, 8.9, -0.5, 3.0, 12.7, 1.8, 6.3
OC1(C#Cc2c(-c3ccsc3)oc3ccc(N4CCOCC4)cc23)CCCCC1
 : 9.5, -21.8, 23.7, 0.5, 30.8, -44.5, 8.6, -20.8
